Pf growth 96h – Primary qHTS for delayed death inhibitors of the malarial parasite plastid, 96 hour incubation; P. falciparum luciferase reporter growth, 96 h; Potency, µM (top dose mostly 28.7 µM), inactives show at the top dose activity change, negative = inhibition, most hits filed as inhibitors; actives 6.9% (n = 320,000); AID 504834, 2011; further: potency means the concentration at half of the fitted maximal effect; on the % scale 0 is the no-effect control and ±100 the full control effect
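Luminescence readout: decreased luciferase signal marks inhibited growth of reporter-expressing P. falciparum in infected red cells (2% hematocrit, 0.05% parasitemia final), exposed to compound two generations (96 h, 37 C, 5% CO2).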
AMA1 RON2 block – qHTS for Inhibitors of AMA1-RON; Towards Development of Antimalarial Drug Lead: Primary Screen | actives 0.2% (n = 360,000) | Potency, µM (top dose mostly 58.2 µM), for the others: at the top dose activity change, negative = inhibition, most hits filed as inhibitors | AlphaScreen AMA1-biotinylated RON2 peptide binding | AID 720542, 2013;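 further: potency means the concentration at half of the fitted maximal effect; 0% = vehicle wells and -100% = peptide control; nearly all actives have a fitted effect of over 45% in size; some results filed as inactive show a strong effect at the top dose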
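AMA1 (3D7) with his tag at 25 nM final met compounds first, then biotinylated RON2 peptide at 25 nM; detection used donor plus acceptor beads, 10 µg/mL apiece, read by AlphaScreen after 30 min at room temperature.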
Shiga toxin inh – A qHTS for Small Molecule Inhibitors of Shiga Toxin | Vero cells, Shiga toxin protein synthesis inhibition reporter | inhibition, % at 38.7 µM | actives 9.2% (n = 290,000) | AID 2315, 2010; in the data active means inhibition mostly above about 28%, no sharp cut-off; inactive means mostly below about 43%; further: 0% is about no effect
TbPYK inhibitor – qHTS of Trypanosoma Brucei Inhibitors; pyruvate kinase (Trypanosoma brucei), Q57TT1; TbPYK enzyme, Kinase-Glo Plus ATP luminescence, 45 min; Potency, µM (top dose mostly 76.8 µM), inactives show at the top dose activity, negative = inhibition, most hits filed as inhibitors; actives 0.12% (n = 410,000); AID 624173, 2012; further: potency means the concentration at half of the fitted maximal effect; on the % scale 0 is the no-effect control and ±100 the full control effect; nearly all actives have a fitted effect of over 50% in size
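Luminescence from Kinase-Glo Plus, added after a 45-minute room-temperature reaction, served as the end-point read-out. The enzyme and substrate were preincubated with compound before ADP (130 uM final) initiated turnover. Concentration-effect curves came from normalized qHTS data.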
LmPK inh – qHTS Assay for Inhibitors of Leishmania Mexicana Pyruvate Kinase (LmPK); Q27686; purified LmPK, Kinase-Glo ATP luminescence, 1 h; Potency, µM (top dose mostly 57.5 µM), without a hit: at the top dose activity change, negative = inhibition, most hits filed as inhibitors; actives 0.37% (n = 290,000); AID 1721, 2009; further: potency means the concentration at half of the fitted maximal effect; on the % scale 0 is the no-effect control and ±100 the full control effect
Target sequence (Q27686 whole entry, looked up): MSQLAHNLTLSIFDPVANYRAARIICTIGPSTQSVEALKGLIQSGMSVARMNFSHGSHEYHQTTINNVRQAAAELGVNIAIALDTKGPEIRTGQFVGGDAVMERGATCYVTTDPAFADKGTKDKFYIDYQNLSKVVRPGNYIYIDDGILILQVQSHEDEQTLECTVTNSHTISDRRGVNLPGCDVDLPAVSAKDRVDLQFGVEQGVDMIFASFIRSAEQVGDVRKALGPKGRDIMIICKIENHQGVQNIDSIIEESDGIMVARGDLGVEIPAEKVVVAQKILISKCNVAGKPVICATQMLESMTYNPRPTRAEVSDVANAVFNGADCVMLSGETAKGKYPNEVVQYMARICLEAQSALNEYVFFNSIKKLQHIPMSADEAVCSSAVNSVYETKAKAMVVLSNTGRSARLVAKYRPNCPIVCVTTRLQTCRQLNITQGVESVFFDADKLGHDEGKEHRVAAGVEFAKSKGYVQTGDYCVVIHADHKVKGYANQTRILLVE
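0.1 nM LmPK, 0.5 mM PEP, 0.1 mM ADP; 50 mM imidazole pH 7.2, 7 mM MgCl2, 50 mM KCl; 1 h RT. Kinase-Glo luminescence readout, normalized to no-enzyme (full inhibition) and uninhibited wells.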
Cycloheximide cs – Cycloheximide Counterscreen for Small Molecule Inhibitors of Shiga Toxin. cell reporter, cycloheximide protein synthesis inhibition counterscreen. max response, %. actives 12% (n = 300,000). AID 2314, 2010; in the data active means max response mostly above about 13%, no sharp cut-off; inactive means mostly below about 14%; further: read at 38.3 µM for the half of the compounds with a filed dose; 0% is about no effect
Pf growth 48h – Primary qHTS for delayed death inhibitors of the malarial parasite plastid, 48 hour incubation | P. falciparum luciferase growth in erythrocytes, 48 h | Potency, µM (series often up to 28.7 µM), for inactives: at the top dose activity change, negative = inhibition, usual class: inhibitors | actives 5.9% (n = 310,000) | AID 504832, 2011; further: potency means the concentration at half of the fitted maximal effect; on the % scale 0 is the no-effect control and ±100 the full control effect
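Compounds are pin-transferred into medium, infected erythrocytes (2% hematocrit, 0.1% parasitemia final) are added, and plates sit one parasite generation at 37 C in 5% CO2. Detection reagent is then added and luminescence measured.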
* marks the source's active call; other numbers are inactive results; u = inconclusive; x = not tested or not shown; & = joins results of further samples; [ ] = remark or other dose. Unless noted, the call rests on the fitted dose curve; in most records, active means well fitted curve in the direction sought with a large enough effect; inconclusive means small, poorly fitted or top-dose-only effect, or another doubt; inactive means no such curve, though single readings can be large; an effect the other way counts as inactive or inconclusive.

SMILES	Pf growth 96h	AMA1 RON2 block	Shiga toxin inh	TbPYK inhibitor	LmPK inh	Cycloheximide cs	Pf growth 48h
O=C(Cc1ccccc1)N/N=C/c1cc(Br)c(Br)o1	59%[activator]	41%[activator]	38*	-2%	5%	43*	2%
CC1CC1C(=O)Nc1nc2ccc(S(C)(=O)=O)cc2s1 (configuration not stated)	-11%	25%	59*	-1%	2%	28*	23%
CSc1ncccc1C(=O)Nc1ccc(S(=O)(=O)NC2=NCCCCC2)cc1	-26%	-20%	-3	-5%	-1%	1	-18%
C[C@H]1CCC[C@H](O)CCCCCc2cc(O)cc(O)c2C(=O)O1	12µM*	7%	-16	-9%&-4%	4%	-2	u
Cc1ccc(N2CC(C(=O)Nc3ccc(N(C)C)cc3)CC2=O)cc1C (configuration not stated)	8.3µM*	3%	7	x	-6%	6	5%
Cn1cc(/C=N\NC(=O)C2COc3ccccc3O2)c2ccccc21 (configuration not stated)	3%	x	-4	x	5%	7	39%[activator]
COc1ccccc1CC(Cc1nc2ccccc2[nH]1)c1nc2ccccc2[nH]1 (configuration not stated)	-12%	5%	-6	-3%	4%	-2	u
Cc1cc(S(=O)(=O)N2CCOCC2)ccc1OCC(=O)Nc1ccc(F)cc1	18%	-3%	-17	14%	-11%	-5	-12%
Cn1cc(CN2CCCC(CO)(Cc3cccc(Cl)c3)C2)cn1 (configuration not stated)	-4%	5%	-13	-1%	8%	-1	u
COc1ccccc1OCC(=O)Nc1ccc(S(=O)(=O)N(C)c2ccccc2)cc1	u	-2%	29	-9%	-3%	4	u
CC(=O)c1ccc(NC(=O)CN2C(=O)COc3ccc(Cl)cc32)cc1	-21%	-3%	19	-4%	4%	-1	x
S=C(NC1CCCCC1)N(CCc1nc2ccccc2[nH]1)C1CCCC1	13µM*	19%	18	-15%	7%	-6	u
COc1cc(NC(=O)CCc2nc(-c3cccs3)no2)cc(OC)c1OC	u	0%	16	-2%&-7%	-1%	-1	2%
Nc1cc(=O)[nH]c(SC/C=C/c2ccccc2)n1	108%[activator]	-5%	29	-4%	0%	16	26%
O=C(COc1ccc2ccccc2c1)Nc1cccc2c1C(=O)NC2=O	23%	x	-9	x	-2%	1	8%
CC/C(=N\N1CCCCCC1)c1c(O)n(-c2ccccc2C)c(=O)[nH]c1=O	4.7µM*	-1%[2.32 µM]	-3	-2%	0%	-7	u
CCN(c1ccccc1)S(=O)(=O)c1ccc(Cl)c(C(=O)OCC(=O)NC(=O)C(C)C)c1	6%	2%	-2	6%	1%	-2	u
O=C(Nc1sc2c(c1C(=O)O)CCCC2)c1cccc(Cl)c1	27%	-7%	98*	1%	-3%	50*	46%[activator]
O=C(c1cccc([N+](=O)[O-])c1)c1ccc2[nH]c(=O)[nH]c2c1	26%	-20%	-5	-1%	-2%	-7	20%
COCc1[nH]nc2c1C(c1ccsc1)C(C#N)=C(N)O2 (configuration not stated)	u	8%	32	-4%	-1%	-3	6%

An excerpt of these results, in markdown.
| smiles | Pf growth 96h | AMA1 RON2 block | Shiga toxin inh | TbPYK inhibitor | LmPK inh | Cycloheximide cs | Pf growth 48h |
| --- | --- | --- | --- | --- | --- | --- | --- |
| Cn1cc(CN2CCCC(CO)(Cc3cccc(Cl)c3)C2)cn1 (configuration not stated) | -4% | 5% | -13 | -1% | 8% | -1 | u |
| COc1ccccc1OCC(=O)Nc1ccc(S(=O)(=O)N(C)c2ccccc2)cc1 | u | -2% | 29 | -9% | -3% | 4 | u |
| O=C(Nc1sc2c(c1C(=O)O)CCCC2)c1cccc(Cl)c1 | 27% | -7% | 98* | 1% | -3% | 50* | 46%[activator] |
| CSc1ncccc1C(=O)Nc1ccc(S(=O)(=O)NC2=NCCCCC2)cc1 | -26% | -20% | -3 | -5% | -1% | 1 | -18% |
| O=C(COc1ccc2ccccc2c1)Nc1cccc2c1C(=O)NC2=O | 23% | x | -9 | x | -2% | 1 | 8% |

(further entries)
SMILES	Pf growth 96h	AMA1 RON2 block	Shiga toxin inh	TbPYK inhibitor	LmPK inh	Cycloheximide cs	Pf growth 48h
Oc1ccc(Br)cc1CNn1cnnc1	1%	-12%	12	2%	2%	-4	7%
C=CCn1c(SCC(=O)c2c(N)n(C)c(=O)n(C)c2=O)nc2sc(CC)cc2c1=O	u	4%	-13	4%	0%	-5	19%
Cc1cc(-c2ccc(Cl)cc2)c(C#N)c(N)n1	5%	18%	-11	-2%	9%	-3	x
CCN1CCN(c2ncnc3c2c(-c2ccccc2)cn3-c2ccc(F)cc2)CC1	u	-11%	-9	-16%	6%	-3	-22%
CC(=O)c1c(C)[nH]c(C(=O)COC(=O)COc2ccccc2F)c1C	u	0%	x	0%	x	x	u
Nc1ccc(NC(=O)c2cccs2)cc1	-8%	-3%	23	0%	0%	21*	32%[activator]
CSCC[C@H](NC(=O)N1CCn2c1nc1ccccc12)C(=O)N[C@@H](C(=O)O)c1ccccc1	28%	114%[activator]	-7	-4%	-4%	-9	8%
Cc1cc(C)c(C(=O)Nc2ccc(S(=O)(=O)Nc3ccccn3)cc2)c(C)c1	-7%	16%	2	-5%	0%	-4	-16%
Cc1c(C)n(CC(O)CN2CCCCCC2)c2ccccc12 (configuration not stated)	185%[activator]	5%	-3	2%	3%	0	u
O=C(NN1C(=O)C2C3c4ccccc4C(c4ccccc43)C2C1=O)C1CC1 (configuration not stated)	154%[activator]	3%	-3	-1%	-2%	-4	4%
O=C(/C=C/c1ccc([N+](=O)[O-])o1)NNC(=O)c1ccc(F)cc1	u	92%[activator]	120*	0%	-5%	71*	u
N/C(=N\OC(=O)CSc1ccccc1)c1cccc([N+](=O)[O-])c1	33%[activator]	-13%	15	-4%	0%	33*	33%[activator]
CC1(c2ccccc2)CC(C)(C)n2c(O)c(C3=NC(=S)NC3=O)c3cccc1c32 (configuration not stated)	0%	-14%	-5	1%	-2%	-4	-2%
Cc1cccn2c(CN(C)C3CCCc4ccccc43)c(C(=O)N3CCOCC3)nc12 (configuration not stated)	u	-3%	-9	-9%	10%	-4	u
Cc1nn(C)c(C)c1S(=O)(=O)N(CC(=O)NCCCOC(C)C)c1ccc(C(C)C)cc1	u	1%	-11	-1%	4%	-2	u
COc1ccccc1-c1ccc(=O)n(CC(=O)NC(C)(C)C)n1	7.4µM*	-8%	5	-2%	-1%	-2	46%[activator]
COc1ccc(C(CNC(=O)c2ccc(NS(=O)(=O)c3ccc(F)cc3)cc2)N2CCOCC2)cc1 (configuration not stated)	u	17%	2	-2%	-5%	-5	u
CC1(C)CC2CC(C)(CN2C(=O)C23CCC(C)(C(=O)C2)C3(C)C)C1 (configuration not stated)	u	-17%	15	4%	0%	-4	-5%
Cc1ccc(C)c(N2CCN(CCCNC(=O)Cn3cccc3C(=O)c3ccccc3C)CC2)c1	44%[activator]	-17%	-11	5%	1%	-6	u
CCc1cc(C(=O)N2CCCC(N3CCN(c4cccc(C(F)(F)F)c4)CC3)C2)n(C)n1 (configuration not stated)	7%	-4%	-10	-8%	1%	-2	u
Cc1ccc2nc(SCc3ccc([N+](=O)[O-])cc3)nc(C)c2c1	3%	3%	13	-1%	6%	-2	2%
CCOC(=O)c1sc(N2C(=O)C(O)=C(C(=O)c3ccc(C)o3)C2c2ccc(OC)c(OC)c2)nc1C (configuration not stated)	14%	2%	-15	-1%	-5%	11	-20%
Cc1ccc(N(C)S(=O)(=O)c2c(C)[nH]c(C)c2C(=O)N2CCCC2)cc1	u	-6%	-2	1%	7%	-2	-1%
COC(=O)c1cc(NC(=O)CC2NC3CCCCC3NC2=O)cc(C(=O)OC)c1 (configuration not stated)	-12%	46%[activator]	9	-11%	3%	-1	-3%
O=C(COc1ccc(S(=O)(=O)N2CCCC2)cc1Cl)NCc1cccnc1	u	6%	-13	-5%	-3%	1	-14%
CCOC(=O)C(NS(=O)(=O)c1ccccc1)(C(F)(F)F)P(=O)(OCC(C)C)OCC(C)C (configuration not stated)	-3%	-10%	-4	-7%	9%	-1	x
COc1ccc(S(=O)(=O)N2CCC(C(=O)NCCc3c[nH]c4ccccc34)CC2)cc1	u	-1%	24	-5%	4%	-4	u
COCCCN1C(=O)C(=O)/C(=C(/O)c2ccc(S(=O)(=O)N3CCOCC3)cc2)C1c1ccc(Cl)cc1 (configuration not stated)	u	-1%	-7	-5%	-5%	-8	5%
Cc1ccc(-n2c(O)c(C=NCc3ccccn3)c3ccccc3c2=O)cc1	10%	67%[activator]	-19	7%	3%	-3	13%
CCOC(=O)C1=C(CNCc2ccc(C)cc2)NC(=O)NC1c1cc(C)ccc1C (configuration not stated)	3.3µM*	9%	-9	9%	1%	-2	x
CC(C)(C)c1ccc(C(=O)c2c[nH]c(C(=O)NCc3cccs3)c2)cc1	u	-10%	-16	-1%	-2%	2	11%
Cc1nnc(C)n1/N=C/c1cccs1	25%	-22%	-17	7%	-4%	-3	39%[activator]
O=C1NC(=O)N(Cc2ccco2)C(=O)/C1=C/c1cccn1CCOc1ccccc1Cl	-29%	-10%	70*	-13%	4%	23*	23%
CC1(C)CC(NC(=O)CC(c2ccccc2)c2ccccc2)CC(C)(C)N1	x	-5%	21	2%	6%	-5	-15%
CCOc1ccc(C(=O)CCN2CCCCCC2)cc1	0%	12%	-2	-20%	-6%	15	-4%
Cc1occc1C(=O)NNC(=O)c1ccc(S(=O)(=O)N(C)C)cc1	-8%	9%[11.6 µM]	x	12%	x	x	1%
C=CCN(c1ccc(C(=O)Nc2ccc(C)cc2)cc1)S(C)(=O)=O	116%[activator]	6%	16	-6%	-2%	-2	-14%
O=C(NNC(=O)c1cc2c(s1)CCCC2)c1ccccc1	75%[activator]	5%	110*	3%	-1%	61*	72%[activator]
CCC(C)NC(=O)CSc1nc2c(sc(=S)n2Cc2ccco2)c(=O)n1-c1ccccc1 (configuration not stated)	76%[activator]	1%	-15	0%	5%	-2	x
COCCn1c(C)cc(C(=O)CN2CCCCC2)c1C	14%	13%	20	0%	0%	13	-7%
CC(C)=CCN1CCN(C/C(Cl)=C/c2ccccc2)CC1CCO (configuration not stated)	-24%	-3%	-2	0%	2%	7	u
O=Cc1ccc(OCc2ccc3ccccc3c2)cc1	u	3%	x	-2%	1%	54*	36%[activator]
CC(C)Cc1nnc(NC(=O)CN2C(=O)NC3(CC(C)CC(C)(C)C3)C2=O)s1 (configuration not stated)	17µM*	16%	x	-15%	x	x	u
NS(=O)(=O)c1ccc(CNC(=S)Nc2ccc(Cl)c(Cl)c2)cc1	-6%	4%	-2	-4%	0%	4	19%
CCOC(=O)c1c(N)sc2c(OC)c(Br)ccc12	u	-4%	32	-5%	3%	25	31%[activator]
O=C1NC(=O)/C(=C\c2ccccc2OCc2cccc([N+](=O)[O-])c2)N1	0%	-21%	-15	1%	-3%	-5	7%
